CHO-K1 Ca antag – nonselective inhibitor or artifact in parental CHO-K1 cells; inhibition, % at 3 µM; ATP-induced calcium, Fluo-8 fluorescence; 0.6% of 360,000 active; AID 602250;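 active = inhibition above a per-plate cutoff, the plate's mean sample inhibition plus 3 SD, cut at about 24% in these data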;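 also: 0% = DMSO plus EC80 ATP and 100% = DMSO alone without ATP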
OXTR potentiate – human OXTR potentiators, primary screen, fluorescence, CHO-OTR cells, Fluo-8 calcium. Oxytocin receptor (Homo sapiens), P30559. Fluo-8 calcium fluorescence, potentiator mode; 0% = oxytocin EC15, 100% = EC100. activation, % at 3 µM. 0.061% of 320,000 active. AID 2445, 2010;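 active = activation above that plate's cutoff, the mean activation of tested compounds plus 3 SD, cut at about 6.6% in these data, passing the limit was not always enough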;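 also: 100% uses oxytocin at 75 nM as the full agonist control; some results filed as inactive read as strong as hits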
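System: human OTR in CHO cells; Also added: sub-maximal oxytocin, roughly EC15; Timing: compound 6 min at room temperature before oxytocin, 100 s read; Technique: Fluo-8 intracellular calcium fluorescence, ex 470-495, em 515-575 nm; Controls: oxytocin EC15 low and EC100 high; Replication: singlicate.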
OXTR agonist – human OXTR agonists, primary screen, fluorescence, CHO-OTR cells, Fluo-8 calcium; Oxytocin receptor (Homo sapiens), P30559; Fluo-8 calcium fluorescence; normalized: DMSO 0%, oxytocin 100%; activation, % at 3 µM; 0.32% of 320,000 active; AID 2435, 2010;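 active = activation above the mean of all tested compounds plus 3 SD, cutoff set per screening run, cut at about 20% in these data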;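 also: peak over basal fluorescence ratio from a 100 s FLIPR kinetic read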
TAAR1 antagonist – human TAAR1 antagonists, primary screen, Fluo-8 calcium fluorescence, CHO RD-HGA16 cells | Trace amine-associated receptor 1 (Homo sapiens), Q96RJ0 | antagonist | inhibition, % at 3 µM | 1.5% of 360,000 active | AID 624466, 2012;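 active = inhibition above a per-plate cutoff, the mean inhibition of test compounds on that plate plus 3 SD, cut at about 49% in these data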;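 also: 0% = DMSO plus EC80 beta-PEA response and 100% = DMSO alone without agonist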
Target sequence (Q96RJ0 whole entry, looked up): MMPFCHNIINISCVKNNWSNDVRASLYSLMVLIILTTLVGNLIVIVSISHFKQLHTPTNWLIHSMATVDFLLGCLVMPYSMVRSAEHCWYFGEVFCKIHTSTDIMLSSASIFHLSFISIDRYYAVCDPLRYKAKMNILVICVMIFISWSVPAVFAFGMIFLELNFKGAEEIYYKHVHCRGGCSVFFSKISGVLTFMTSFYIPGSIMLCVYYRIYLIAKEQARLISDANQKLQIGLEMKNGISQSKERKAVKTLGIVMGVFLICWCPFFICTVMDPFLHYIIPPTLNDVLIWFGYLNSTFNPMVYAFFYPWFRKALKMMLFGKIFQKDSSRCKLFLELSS
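System: CHO RD-HGA16 cells bearing hTAAR1. Reagent: EC80 β-phenethylamine stimulus. Schedule: seeding 17-24 h prior, 75-min 37 °C, 30-min RT dye loading. Signal: Fluo-8 intracellular calcium dye fluorescence, real-time kinetic reads. Read-out: % inhibition from peak post-agonist over basal fluorescence ratio. Benchmarks: vehicle wells and EC80 agonist wells. Replicates: n of 1.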
GPR7 antagonist – GPR7 receptor antagonists, primary screen, cell-based, fluorescence, single concentration; inhibition, % at 4.4 µM; 1.1% of 290,000 active; Neuropeptides B/W receptor type 1 (Homo sapiens), P48145; GPR7-expressing cells, fluorescence antagonist assay; in the data active = inhibition above about 16%, passing the limit was not always enough;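 also: cells stimulated with the agonist NPW; 0% = agonist with vehicle and 100% = vehicle without agonist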
Target sequence (P48145 whole entry, looked up): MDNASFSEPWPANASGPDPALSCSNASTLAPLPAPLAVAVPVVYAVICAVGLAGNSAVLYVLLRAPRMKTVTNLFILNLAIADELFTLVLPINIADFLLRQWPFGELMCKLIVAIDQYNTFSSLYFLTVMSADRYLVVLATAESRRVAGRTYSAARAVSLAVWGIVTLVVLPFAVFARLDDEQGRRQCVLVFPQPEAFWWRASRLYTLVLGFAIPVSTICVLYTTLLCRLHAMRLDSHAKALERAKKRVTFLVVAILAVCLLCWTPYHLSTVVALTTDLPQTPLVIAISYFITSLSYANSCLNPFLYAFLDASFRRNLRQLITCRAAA
CHO-K1 Ca ag – counter-screen for M1 agonists: effect in parental CHO-K1 cells; activation, % at 3 µM; 0.48% of 360,000 active; Fluo-8 calcium fluorescence; scaled to maximal ATP response, vehicle zero; AID 602248, 2012; in the data active = activation above about 15%;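 also: untransfected CHO-K1 host cells lacking M1 receptor as counterscreen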
V1aR counter – agonists of human V1a receptor, primary screen, counter-screen for OXTR agonist project, fluorescence, CHO-V1R cells; 0.25% of 320,000 active; Vasopressin V1a receptor (Homo sapiens), P37288; Fluo-8 calcium fluorescence, agonist mode; 0% DMSO, 100% 3 nM vasopressin; activation, % at 3 µM;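 active = activation above the mean activation of all tested compounds plus 3 SD, per screening run, cut at about 20% in these data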;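 also: signal is peak over basal fluorescence ratio across a 100 second FLIPR read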
Target sequence (P37288 whole entry, looked up): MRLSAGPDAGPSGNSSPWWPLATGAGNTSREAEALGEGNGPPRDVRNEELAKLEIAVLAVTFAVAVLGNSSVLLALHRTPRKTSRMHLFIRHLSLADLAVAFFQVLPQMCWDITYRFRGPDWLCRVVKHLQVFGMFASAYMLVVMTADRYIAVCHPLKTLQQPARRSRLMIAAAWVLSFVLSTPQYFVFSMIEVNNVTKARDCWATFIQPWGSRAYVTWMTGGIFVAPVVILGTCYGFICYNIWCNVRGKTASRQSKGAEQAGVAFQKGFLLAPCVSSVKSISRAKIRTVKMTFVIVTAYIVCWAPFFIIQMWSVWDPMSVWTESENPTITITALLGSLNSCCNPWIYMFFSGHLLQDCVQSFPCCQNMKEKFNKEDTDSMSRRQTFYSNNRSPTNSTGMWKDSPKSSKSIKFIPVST
CHO parental Ca – ATP-evoked calcium signal inhibitors, parental CHO, primary screen, counter-screen for OX1R antagonist project, cell-based, fluorescence, Fluo-8 calcium dye. inhibition, % at 5.6 µM. parental CHO-K1, ATP-induced calcium, Fluo-8 fluorescence. 0.63% of 330,000 active;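 active = inhibition above that plate's mean sample inhibition plus 3 SD, cut at about 26% in these data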;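 also: 0% = ATP-challenged DMSO wells and 100% = DMSO wells without ATP; some compounds past the cut are filed as inactive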
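Measured by: calcium-sensitive Fluo-8 fluorescence / Test system: CHO parental line / Controls: ATP-challenged DMSO wells low, unchallenged DMSO wells high / Measure: % inhibition / Compound: single nominal dose of 5.6 µM per compound / Replicates: single well per compound, no replicates / Reagent: ATP as calcium-mobilizing challenge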
CHO-K1 Ca PAM – nonselective calcium activators in parental CHO-K1 cells, primary screen, counter-screen for M1 PAM project, cell-based, Fluo-8 calcium fluorescence, full deck, 1536-well; ATP EC20; 0% at ATP EC20, 100% at ATP max; activation, % at 3 µM; 0.02% of 360,000 active;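 active = activation above the run cutoff, the mean activation of all test compounds plus 3 SD, cut at about 40% in these data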;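 also: peak over basal fluorescence ratio in a 140 s read after ATP addition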
* marks the source's active call; other numbers are inactive results; x = not tested or not shown.

SMILES	CHO-K1 Ca antag	OXTR potentiate	OXTR agonist	TAAR1 antagonist	GPR7 antagonist	CHO-K1 Ca ag	V1aR counter	CHO parental Ca	CHO-K1 Ca PAM
COc1ccc(-c2csc3ncn(CC(=O)N4CCOCC4)c(=O)c23)cc1	-1	-12	0.7	-16	-3	0.3	0.4	-10	19
CCCC(=O)Nc1nc(-c2ccccc2)ns1	5	-5	3.8	5	-10	9.6	2.5	-16	9
COc1cc(C(=O)N/N=C/C2CC=CCC2)cc(OC)c1OC (stereo unspecified)	-10	-7	-0.2	-6	6	0.3	0.3	-5	11
O=C(Nc1ccc(NC(=O)c2ccccc2F)cc1)c1cccs1	0	-8	1.9	7	x	1.6	1.9	16	10
Cc1ccnc(NCc2cccc3ccccc23)c1	-3	-8	-2.1	-33	-3	2.4	-0.1	-3	14
COC(=O)c1ccc(CN2C(=O)NC(c3ccccc3)(c3ccccc3)C2=O)o1	-13	2	-0.2	-10	7	2.0	1.2	-24	0
O=C(c1ccc(F)cc1)N1CCCCC(Sc2nnc3ccccn23)C1=O (stereo unspecified)	-6	0	-0.2	15	6	0.8	0.3	-17	19
CCOC(=O)c1nnn(-c2ccc([N+](=O)[O-])cc2)c1C	-13	-1	-0.4	-21	-12	0.2	0.0	2	6
Cc1ccc(N(C(=O)C2CCC(=O)N2)C2(C(=O)NC3CCCCC3)CCCCC2)cc1 (stereo unspecified)	-6	-10	-1.3	6	1	-0.5	1.3	-9	3
COc1ccccc1CNC(=O)c1cn(C)c(=O)c2cc(OC)c(OC)cc12	-6	-12	-0.9	17	-2	0.5	0.1	-16	13
Cc1c(NC(=O)CN2C(=O)C(=O)N(Cc3ccccc3)C2=O)c(=O)n(-c2ccccc2)n1C	-12	7	0.8	-2	-10	3.0	0.3	-9	24
COCCCn1c(SCc2nc3ccccc3c(=O)[nH]2)nc2ccccc2c1=O	-16	-12	2.3	29	-6	0.9	1.0	-13	9
COc1cccc(CN2CCNC(=O)C2CC(=O)NCc2cc(C(C)C)no2)c1 (stereo unspecified)	-25	-3	-0.5	8	10	2.1	0.9	-11	31
CN1CCN(C(=O)/C(=C/c2cccnc2)NC(=O)c2cccc(Br)c2)CC1	-18	-3	-0.2	-14	0	1.7	0.1	1	5
CCOc1ccccc1NC(=O)C1CCCN(S(=O)(=O)c2ccc(-n3cnnn3)cc2)C1 (stereo unspecified)	-16	-5	0.0	7	-7	1.3	-0.2	-7	-1
COc1ccccc1N1CCN(C(=O)c2cc(-c3ccco3)on2)CC1	3	-4	-0.8	2	1	0.3	-0.8	-9	13
CC(C)=CC(=O)Nc1nnc(-c2ccccc2C)s1	-21	-9	1.3	-8	-8	5.2	0.3	-6	-1
CC(=O)c1ccc(C(=O)Nc2nnc(-c3ccc(Cl)cc3)o2)cc1	2	-6	-0.7	-11	x	-0.3	1.4	-1	-2
CCN1CCN(Cc2c(O)ccc3c(C)cc(=O)oc23)CC1	-5	1	0.5	-17	0	0.1	6.7	1	-6
CCOc1ccc(NC(=O)CN(C)C(=O)CCCn2c(=O)oc3ccccc32)cc1OCC	-2	1	-2.4	-13	x	0.6	-1.5	3	8
c1ccc(-c2csc(Nc3ncccn3)n2)cc1	-12	-2	-0.9	-10	-3	-0.2	0.8	-5	16
CCOc1ccc(NC(=O)CCC(=O)N2CCSc3ccccc32)cc1	16	-15	2.4	62*	12	4.0	1.2	-15	-6
COc1ccc(CC(=O)Nc2sc3c(c2C#N)CC(C)(C)NC3(C)C)cc1OC	9	-5	1.1	14	-4	0.1	-0.2	-14	-4
NC(=O)C1=CC2C3C=CC2(O)C(=O)OC3O1 (stereo unspecified)	-4	x	x	-11	x	0.3	x	x	5
O=c1[nH]c(NCc2ccccc2)nc2c1CCCC2	-9	-20	-1.7	-15	-5	0.0	0.0	-20	16

Overlap with the part before: 2 entries; new compounds follow.
SMILES	CHO-K1 Ca antag	OXTR potentiate	OXTR agonist	TAAR1 antagonist	GPR7 antagonist	CHO-K1 Ca ag	V1aR counter	CHO parental Ca	CHO-K1 Ca PAM
NC(=O)C1=CC2C3C=CC2(O)C(=O)OC3O1 (stereo unspecified)	-4	x	x	-11	x	0.3	x	x	5
O=c1[nH]c(NCc2ccccc2)nc2c1CCCC2	-9	-20	-1.7	-15	-5	0.0	0.0	-20	16
COCCNC(=S)N1CCC(c2nc(-c3ccc(F)cc3)no2)CC1	-1	-23	7.5	-19	1	7.5	7.4	12	-8
CCN1CCN(c2nc(C)c3c(n2)CCCC3=O)CC1	-9	2	0.7	-5	-11	1.7	0.8	3	24
Cc1nnc(NC(=O)CN2CCN(Cc3c(Cl)cccc3Cl)CC2)s1	1	-11	-0.1	-9	-7	0.8	-0.4	-1	13
COc1ccc(C(=O)Cc2cc3ccccc3oc2=O)cc1	-10	-1	-0.8	-13	2	0.4	1.6	-12	-14
COc1ccccc1C(=O)OCCN=C1NS(=O)(=O)c2ccccc21	12	-6	1.9	-11	-8	1.9	1.2	-4	-5
CCc1nnc(NC(=O)CSc2nc3cc(OC)c(OC)cc3cc2C)s1	-9	0	-3.0	-6	-2	0.7	-1.5	-27	18
O=C(NC(NCc1ccccc1)C(Cl)(Cl)Cl)c1cccnc1 (stereo unspecified)	-2	-11	-0.1	5	0	0.7	0.0	-28	-1
Cc1cccc2cc(CN(CC3CCCO3)C(=O)c3ccncc3)c(=O)[nH]c12 (stereo unspecified)	-11	3	0.8	7	-4	0.4	-0.2	1	7
NC(=NCCc1c[nH]c2ccccc12)NS(=O)(=O)c1cc(F)ccc1F	-9	-2	-0.3	17	-2	5.0	0.8	1	23
COc1ccccc1N1CCN(C(=O)CSc2ccccc2)CC1	0	-17	0.5	5	2	1.8	0.5	-22	3
O=C(CCc1ccccc1)NNC(=O)c1ccccc1Cl	5	-3	-0.1	13	-3	3.6	0.1	-7	-13
CCOC(=O)C1(CCOc2ccccc2)CCN(Cc2cccc(OCCO)c2)CC1	-14	-9	1.9	-6	5	2.8	0.8	-19	27
Cc1cc(C)c(C(=O)Cn2nc(C)c([N+](=O)[O-])c2C)cc1C	-11	0	-2.2	9	4	-0.1	-1.2	-10	15
O=C(CSc1ccccc1C(=O)N1CCN(c2ccccc2)CC1)N1CCCC1	1	-3	3.5	19	x	1.7	2.1	-23	-3
COc1ccc(CC(=O)Nc2cc(Cl)ccc2C(=O)O)cc1	-4	-1	-1.2	10	-12	11	-0.2	-3	8
Clc1ccc2nc(C3CCN(Cc4ccccc4)CC3)[nH]c2c1	6	-8	2.9	1	-6	0.2	0.4	-21	-6
NC(=O)c1nsc(C(=O)N(Cc2cccnc2)C(C(=O)NCc2ccc(F)cc2)c2ccc(O)cc2)c1N (stereo unspecified)	2	-3	-1.0	7	-8	-0.1	1.1	-7	-5
CCn1c(SCC(=O)NCCCN2CCCC2=O)nnc1-c1cccc(C)c1	21	x	x	-26	x	-0.3	x	x	-18
CCOc1ccc(S(=O)(=O)N2CCN(C(=O)CCOc3ccccc3C)CC2)cc1	-9	-13	0.8	5	x	3.1	3.7	-21	3
COc1ccc(O)c(-c2[nH]ncc2C(=O)c2cccc(C)c2)c1	-4	-7	0.8	-20	-29	0.7	2.8	-14	-2
CCc1ccccc1NC(=O)CSc1nnc(CNC(=O)c2ccco2)n1C	-8	-8	0.6	2	-11	0.8	-0.2	-14	-9
CC(C)(C)c1ccc(C(=O)Nc2ccc(C(=O)N3CCCC3)cc2)cc1	-11	7	-1.4	-38	-7	1.2	2.6	-2	2
COc1ccc([C@H]2C(C#N)=C([S-])N[C@](C)(O)[C@@H]2[n+]2ccccc2)cc1	3	x	x	1	-11	0.6	x	x	6
Cc1ccccc1OCC(=O)Nc1ccccc1-c1ccccc1	17	-8	-1.8	9	x	-0.4	0.1	-56	15
COC(=O)C(C)Sc1nnc(Cc2cc(=O)[nH]c(=O)[nH]2)n1-c1cc(C)ccc1C (stereo unspecified)	-2	-2	1.4	-18	-1	0.1	1.4	4	10

Continued.
SMILES	CHO-K1 Ca antag	OXTR potentiate	OXTR agonist	TAAR1 antagonist	GPR7 antagonist	CHO-K1 Ca ag	V1aR counter	CHO parental Ca	CHO-K1 Ca PAM
Fc1ccc(CNC(=S)Nc2ccc(Cl)cc2Cl)cc1	2	-10	4.4	17	-10	9.4	5.8	18	-2
C[C@H](CO)N1C[C@H](C)[C@@H](CN(C)Cc2ccc3c(c2)OCCN3C)OCc2cnnn2CCCC1=O	-2	x	x	-5	x	1.5	x	x	3
CN(C)C(=O)c1cnc(-c2ccccc2)nc1-c1ccccc1	6	-8	-0.3	12	-4	3.1	4.3	-15	2
CC(=O)N1C(=O)/C(=C2\SC(=S)N(NC(=O)c3ccc(O)cc3)C2=O)c2ccccc21	-1	-7	0.1	-2	-4	6.6	0.0	-13	23
CN(CC(=O)NCCCN1CCOCC1)S(=O)(=O)c1ccc(F)cc1	-1	-10	0.6	-11	-5	0.7	-0.3	6	0
COc1ccc(N2CCN(CCCNC(=O)CCC(=O)N3CCOc4ccc(Cl)cc43)CC2)cc1	-5	0	2.6	-20	-10	0.7	3.7	-24	-6
Cn1ncc(Br)c1C(=O)OCC(=O)Nc1nc(-c2ccccc2)cs1	-3	-9	-0.6	8	-5	0.4	1.3	-2	14
CC(=O)c1ccc(S(=O)(=O)N2CCN(C(=O)/C=C/c3ccc4ccccc4n3)CC2)cc1	-23	0	1.5	-1	-11	4.1	2.7	1	19
CCOc1cccc(NC(=O)c2ccc(S(=O)(=O)N3CCCC3)cc2)c1	-4	-7	-0.5	11	x	3.3	0.4	-4	22
CCCCCCC1CC(C)(C(=O)CNc2nncs2)OC1=O (stereo unspecified)	11	-4	-2.1	2	8	-0.2	-0.4	-15	-9
O=C(c1ccccc1)N1CCCCC(S(=O)(=O)c2ccccc2)C1=O (stereo unspecified)	-16	-1	-0.1	-10	-5	0.1	0.6	-7	10
CN(C)c1cccc2c1c(NC(=O)Nc1ccc(Cl)cc1Cl)nn2C	-5	0	-0.1	-23	0	0.8	-0.6	-12	2
COc1ccccc1CC(=O)N1CCN(C(=O)c2ccco2)CC1	-7	-6	0.2	-15	-7	0.6	1.1	0	7

This is a random part of the collection; 3.5% or so of the library scored in one or more.
